TPT1 inhibitor = inhibitors of Candida albicans tRNA 2'-phosphotransferase TPT1; recombinant caTPT1, FP RNA substrate dephosphorylation; inhibition, % at 5 µM; 300,000 compounds, 0.81% hits;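 active means inhibition above the mean of all tested compounds plus 3 SD, set per screening campaign, cut at about 24% in these data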;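 further: plate controls were DMSO alone for no effect and ferristatin control at 100 nM for full effect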
ZTA counter = counter-screen for EBNA-1 inhibitors: inhibitors of Epstein-Barr virus ZTA | AID 2234 | P03206 | 320,000 compounds, 0.15% hits | inhibition, % at 11 µM | ZTA-DNA binding, fluorescence polarization; in the data active means inhibition above about 33%
Target sequence (P03206 whole entry, looked up): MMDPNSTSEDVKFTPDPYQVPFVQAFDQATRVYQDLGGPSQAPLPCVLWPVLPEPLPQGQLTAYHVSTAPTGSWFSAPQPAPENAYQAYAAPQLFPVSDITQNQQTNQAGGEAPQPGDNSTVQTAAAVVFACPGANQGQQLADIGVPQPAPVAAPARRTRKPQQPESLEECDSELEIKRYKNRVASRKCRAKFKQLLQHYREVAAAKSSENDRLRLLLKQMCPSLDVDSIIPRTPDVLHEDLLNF
PP1 inh = counter-screen for PP5 inhibitors: inhibitors of human PP1-alpha. P62136. purified PP1alpha, OMFP fluorescence. inhibition, % at 6.7 µM. 320,000 compounds, 0.9% hits. AID 2235;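 active means inhibition above the mean inhibition of all tested compounds plus 3 SD, computed separately for each screening campaign, cut at about 15% in these data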
Target sequence (P62136 whole entry, looked up): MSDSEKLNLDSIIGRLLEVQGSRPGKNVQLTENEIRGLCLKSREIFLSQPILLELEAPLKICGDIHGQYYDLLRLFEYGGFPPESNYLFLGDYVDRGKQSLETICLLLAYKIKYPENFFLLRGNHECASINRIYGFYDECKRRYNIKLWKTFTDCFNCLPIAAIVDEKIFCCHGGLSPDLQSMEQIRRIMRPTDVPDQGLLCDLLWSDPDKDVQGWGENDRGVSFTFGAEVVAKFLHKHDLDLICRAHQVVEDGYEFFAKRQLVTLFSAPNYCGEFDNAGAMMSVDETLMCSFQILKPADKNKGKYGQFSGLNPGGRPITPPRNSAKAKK
PREPL inhibitor = human PREPL enzyme inhibition | recombinant PREPL, fluorescence polarization activity-based probe | inhibition, % at 5.96 µM | 320,000 compounds, 0.68% hits | AID 2751; in the data active means inhibition above about 43%;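 further: 0% = enzyme with DMSO and 100% = wells lacking enzyme; many of its hits are not listed in these tables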
Fh CTSL1 inh = cathepsin L1 inhibition, PFM18AAP counter-screen; recombinant F. hepatica cathepsin L1, Z-Leu-Arg-MCA fluorescence; inhibition, % at 5.96 µM; 300,000 compounds, 0.49% hits; AID 1906;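 active means inhibition above the mean of all tested compounds plus 3 SD, set per screening campaign, cut at about 17% in these data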;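 further: 0% = plate median of test compound wells and 100% = 1 µM Z-Phe-Ala-diazomethylketone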
HCV core dimer = HCV core protein dimerization inhibition; TR-FRET GST/Flag-core106 dimerization, 1536-well; inhibition, % at 5 µM; 300,000 compounds, 0.33% hits; AID 1899;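 active means inhibition above the mean of all tested compounds plus 3 SD, set per screening campaign, cut at about 45% in these data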
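test system = GST/Flag-tagged HCV core106 proteins | probe or stimulus = Eu donor and XL665 acceptor anti-tag antibodies | times = compound-protein-antibody incubation 4 h at 22.5 °C | signal = TR-FRET, excitation 340 nm, emission 617 and 671 nm | measure = percent inhibition of core106 dimerization signal | controls = wells lacking GST-core106 and wells with excess unlabelled core106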
PP5 inh = inhibitors of human protein phosphatase 5 (PP5). P53041. purified PP5c, OMFP substrate fluorescence. inhibition, % at 6.7 µM. 320,000 compounds, 0.18% hits;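 active means inhibition above the campaign's mean inhibition across all tested compounds plus 3 SD, cut at about 9.5% in these data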;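 further: 0% = DMSO only and 100% = 100 µM cantharidin control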
Target sequence (P53041 whole entry, looked up): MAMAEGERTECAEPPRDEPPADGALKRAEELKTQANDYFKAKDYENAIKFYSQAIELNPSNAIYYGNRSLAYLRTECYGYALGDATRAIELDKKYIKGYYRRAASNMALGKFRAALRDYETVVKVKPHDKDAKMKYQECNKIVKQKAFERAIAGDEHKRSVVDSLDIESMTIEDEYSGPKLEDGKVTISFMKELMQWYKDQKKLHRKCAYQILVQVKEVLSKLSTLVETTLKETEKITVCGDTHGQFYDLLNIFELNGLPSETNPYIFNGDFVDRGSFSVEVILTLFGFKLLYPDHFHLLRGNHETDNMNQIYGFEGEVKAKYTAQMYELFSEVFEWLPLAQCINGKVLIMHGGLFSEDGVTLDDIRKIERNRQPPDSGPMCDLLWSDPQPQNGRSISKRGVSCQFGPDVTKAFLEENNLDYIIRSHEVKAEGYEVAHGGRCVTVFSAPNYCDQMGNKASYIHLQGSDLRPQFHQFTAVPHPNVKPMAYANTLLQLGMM
Efflux pump mplx = antifungal efflux pump inhibition, Nile Red retention; inhibition, % at 10 µM; 330,000 compounds, 0.44% hits; AID 485275; S. cerevisiae Candida pump triplex;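 active means plate passing quality check with inhibition over a set limit, or well fluorescence over plate mean plus 4 SD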;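 further: Nile Red retained in pooled yeast measured as flow cytometry median fluorescence; 0% = buffer negative control and 100% = Enniatin B positive control; higher means more Nile Red kept so more efflux inhibition; some compounds called inactive have numbers as strong as hits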
EBNA-1 inh = blocks EBNA-1 binding to DNA; 300,000 compounds, 0.34% hits; inhibition, % at 14.8 µM; EBNA-1 DNA binding, fluorescence polarization; in the data active means inhibition above about 28%
* hit, by the source's call; . = not tested or not shown.

SMILES | TPT1 inhibitor | ZTA counter | PP1 inh | PREPL inhibitor | Fh CTSL1 inh | HCV core dimer | PP5 inh | Efflux pump mplx | EBNA-1 inh
O=C(Nc1nc2ccccc2s1)c1ccc(Cl)s1 | 5 | 3 | -5 | 1 | -1 | -4 | 4.0 | 0.5 | -7
O=C(Nc1nnc(-c2ccccc2)o1)c1cccc(N2C(=O)CCC2=O)c1 | -3 | -26 | 7 | -5 | -2 | -14 | -4.1 | -0.1 | -9
CNc1nc(=S)[nH]c2ccccc12 | -3 | 7 | -5 | 0 | 1 | 0 | 0.7 | -0.1 | 0
Cc1nc2ncnn2c(N2CCN(S(=O)(=O)c3ccc(Br)cc3)CC2)c1C | -1 | 6 | -3 | 0 | -1 | -3 | 1.2 | -0.1 | 5
O=C(c1ccc(-c2nc3ccccc3s2)o1)N1CCN(c2ccccc2O)CC1 | 1 | -10 | 4 | -4 | 2 | 20 | 3.1 | 0.0 | -2
O=C(NC(Nc1ccccn1)C(Cl)(Cl)Cl)c1ccccc1 (stereo not drawn) | 1 | 0 | 1 | 9 | 1 | -11 | 0.7 | -0.1 | 2
CCC(=O)N1CCc2cc(S(=O)(=O)NCCC(=O)NCc3ccccc3OC)ccc21 | -1 | -6 | -3 | -5 | 2 | -4 | 1.9 | -0.1 | -5
CCOC(=O)c1cnc(SC)nc1N1CCCC1 | -3 | 15 | -1 | 0 | -5 | 2 | 0.1 | 0.1 | -3
O=C(CN1CCOCC1)Nc1scc2c1c(=O)oc1ccccc12 | 2 | 27 | -2 | -4 | 3 | 4 | -1.3 | 0.1 | 4
CC(=O)Nc1ccc(S(=O)(=O)N2CCN(c3cc(C(F)(F)F)ccn3)CC2)cc1 | -1 | 2 | 2 | -36 | 2 | 0 | 1.0 | 0.1 | -2
CNC(=S)Nc1ccc(Cc2ccncc2)cc1 | 1 | 3 | -3 | -8 | -3 | -1 | 0.6 | 0.2 | -17
O=C(CN1C(=O)NC2(CCCCCCC2)C1=O)NC(=O)NCc1ccco1 | 3 | -3 | -7 | 13 | -1 | 11 | -6.7 | 0.3 | -1
O=C(Nc1ccc(F)cc1)NC1CCN(Cc2c(F)cccc2Cl)CC1 | -6 | 5 | 2 | -4 | -4 | 1 | -0.2 | -0.1 | -4
CCCc1cc(=O)oc2cc(OCC(=O)N3C[C@H]4C[C@@H](C3)c3cccc(=O)n3C4)c(Cl)cc12 | -3 | 8 | -3 | 5 | 0 | 1 | 0.6 | -0.2 | -7
O=S(=O)(Cc1nnnn1-c1ccc(Br)cc1)c1ccc(F)cc1 | -4 | -21 | -6 | -4 | -2 | -2 | 0.8 | 4.8 | -5
CC(/C=C/c1ccccc1)=N\NC(=O)C1CC1(C)c1ccccc1 (stereo not drawn) | -1 | -2 | 2 | -34 | 4 | 5 | 2.9 | 2.3* | 10
O=P(c1ccccc1)(c1ccccc1)C(O)c1ccco1 (stereo not drawn) | 0 | 5 | 2 | -4 | 2 | -5 | 1.1 | 0.1 | -4
O=C(COC(=O)CCSc1ccccc1)NCc1ccc(F)cc1 | 4 | -2 | 2 | -9 | -61 | 0 | 2.5 | 0.1 | -4
Cc1c2cnn(CC(=O)Nc3c(F)c(F)cc(F)c3F)c(=O)c2c(C)n1Cc1ccc(F)cc1 | 1 | 7 | 7 | 5 | -1 | 18 | 0.3 | -0.1 | -4
CCCCNC(=O)c1cc([N+](=O)[O-])[nH]n1 | -1 | 2 | -2 | -1 | 4 | -3 | 4.2 | -0.4 | 0
CN(Cc1ccco1)S(=O)(=O)c1ccc(CN2C(=O)c3cccnc3C2=O)s1 | 1 | 12 | -8 | -7 | -5 | 1 | -4.2 | 0.2 | 2
CCc1ccc(NC(=O)Cn2ncn3c(cc4ccccc43)c2=O)cc1 | 5 | 1 | 7 | -6 | -3 | 13 | 1.0 | 1.0* | -15
O=C(COc1ccc(F)cc1)N1c2ccccc2CCc2ccccc21 | -2 | -7 | 1 | -5 | 4 | 12 | 2.6 | 0.2 | -6
CCC(C)NC(=O)C(NS(=O)(=O)c1ccc2c(c1)c(=O)n(C)c(=O)n2C)c1ccccc1 (stereo not drawn) | -3 | -11 | -1 | 6 | -2 | -4 | -0.5 | 0.0 | -3
CCOc1ccc(OCCC(=O)OCC(=O)c2c(N)n(C)c(=O)n(C)c2=O)cc1 | 0 | -11 | 0 | 2 | -3 | -2 | -1.6 | -0.1 | -7

Structures from the list above that contain a thiophene ring, fused or not, in the order listed:
SMILES | TPT1 inhibitor | ZTA counter | PP1 inh | PREPL inhibitor | Fh CTSL1 inh | HCV core dimer | PP5 inh | Efflux pump mplx | EBNA-1 inh
O=C(Nc1nc2ccccc2s1)c1ccc(Cl)s1 | 5 | 3 | -5 | 1 | -1 | -4 | 4.0 | 0.5 | -7
O=C(CN1CCOCC1)Nc1scc2c1c(=O)oc1ccccc12 | 2 | 27 | -2 | -4 | 3 | 4 | -1.3 | 0.1 | 4
CN(Cc1ccco1)S(=O)(=O)c1ccc(CN2C(=O)c3cccnc3C2=O)s1 | 1 | 12 | -8 | -7 | -5 | 1 | -4.2 | 0.2 | 2

Continuation.
SMILES | TPT1 inhibitor | ZTA counter | PP1 inh | PREPL inhibitor | Fh CTSL1 inh | HCV core dimer | PP5 inh | Efflux pump mplx | EBNA-1 inh
Cc1ccc(NC(=O)c2ccc(CSc3ccccn3)cc2)c(O)c1 | 2 | 5 | -1 | 7 | 0 | -1 | 2.8 | 0.3 | -10
COc1ccccc1C(C)N(C)Cc1nc(COc2ccccc2)no1 (stereo not drawn) | -1 | -4 | 0 | 25 | 4 | -6 | 1.4 | -0.2 | 4
CCCNC(=O)c1cc(C)no1 | -7 | 3 | -6 | -9 | -1 | 9 | -5.1 | 0.4 | -21
COc1ccc(N=Cc2c(O)[nH]c3ccccc23)cc1OC | 0 | -4 | 3 | 22 | 14 | -28 | 2.3 | 0.3 | -8
CN(C)c1cc[n+](Cc2ccccc2)cc1 | -3 | -4 | 3 | 5 | 1 | -10 | -0.2 | -0.1 | -4
Cc1nnc(SCC(=O)NNC(=O)COc2ccc(Cl)cc2)n1C | -2 | -11 | -4 | -3 | -11 | -3 | 3.6 | -0.1 | -2
NC(=O)c1c(NC(=O)CCCC(=O)O)sc2c1CCCCCC2 | -5 | 17 | -1 | 20 | 8 | 8 | -1.2 | -0.3 | -13
CCOC(=O)N1CCN(c2c(NCCCN(CC)c3cccc(C)c3)c(=O)c2=O)CC1 | 0 | 4 | -6 | 0 | 0 | -3 | 4.1 | 0.3 | -8
Cc1ccc(CN2CCC(n3nccc3NC(=O)c3ccc4c(c3)OCO4)CC2)o1 | -1 | 0 | -4 | 9 | 6 | -11 | -1.7 | 0.1 | 15
COc1ccc2c(c1)OC[C@H]1[C@H]2N2C(=O)[C@H](C)NC(=O)[C@@]2(C)[C@H]1c1ccccc1 | . | 2 | -5 | 9 | . | . | -1.9 | -0.1 | .
Cc1cc(-c2csc(N)n2)c(C)n1-c1ccc(Cl)c(Cl)c1 | 8 | -1 | 17* | 20 | 1 | 38 | -2.5 | 0.0 | 7
O=C(CSC1=NNC(c2ccccn2)S1)Nc1ccccc1 (stereo not drawn) | -2 | -18 | 5 | 24 | 8 | -3 | 0.6 | -0.1 | -9
CC1CCc2c(sc3ncnc(NCCN4CCOCC4)c23)C1 (stereo not drawn) | -1 | -6 | 1 | 9 | 2 | 4 | -0.1 | -0.3 | -2
COc1cccc(CC(NC(C)=O)C(=O)NC2CCN(S(=O)(=O)c3ccc4ccccc4c3)CC2)c1 (stereo not drawn) | 0 | 4 | -3 | 14 | 3 | 2 | 4.0 | 0.1 | -7
Cc1cccc(CCNC(=O)c2cccc(N3CCCC3=O)c2)c1 | 0 | 12 | -5 | 1 | -2 | 6 | -0.2 | 0.1 | 12
COc1cc(/C=N/NC(=O)c2nnn(-c3nonc3N)c2C(C)C)ccc1O | 1 | -2 | 0 | 6 | 2 | -2 | 3.8 | 0.0 | -13
CCC(=O)N(Cc1ccco1)Cc1cc2cc3c(cc2[nH]c1=O)OCO3 | -2 | -9 | -1 | 14 | 10 | -8 | -0.2 | 0.4 | -12
Cc1cc(CNC(=O)c2cccc([N+](=O)[O-])c2)c2ccccc2n1 | -1 | 5 | -7 | 3 | 0 | 2 | -0.2 | -0.1 | 10
NC(=NC(=O)c1ccc(OCC(F)(F)F)nc1)c1ccc(Cl)cc1 | -1 | 10 | -1 | 2 | 10 | 0 | 2.6 | 0.0 | -2
COc1ccc(S(=O)(=O)N2CCN(C(=O)c3ccco3)CC2)cc1OC | -2 | -20 | 1 | 4 | -4 | -4 | 1.2 | 0.0 | 0
Cc1ccc(S(=O)(=O)NC(=O)COc2ccc(Cl)cc2Cl)cc1 | 0 | -12 | 0 | -5 | 1 | 7 | -0.5 | 0.1 | -15
O=S(=O)(CCSc1nc2ccccc2o1)Cc1ccccc1 | 2 | -7 | 2 | 2 | -2 | -4 | -0.9 | 0.0 | -4
Cc1nccn1CC(O)COc1ccccc1 (stereo not drawn) | -6 | 0 | -1 | 0 | -1 | -6 | 1.1 | -0.1 | 3
N/C(COc1ncn(-c2ccccc2)n1)=N\S(=O)(=O)c1ccccc1 | -4 | -11 | -3 | -1 | -2 | 4 | 0.9 | -0.1 | -3
Cc1ccc(-n2nc3c(=O)n(C(C)C(=O)NCCCc4ccccc4)nc(C)c3c2C)cc1 (stereo not drawn) | 0 | 15 | 3 | -1 | 4 | 16 | 1.2 | -0.5 | 3

Full records, looked up by structure. Values in the order: TPT1 inhibitor, ZTA counter, PP1 inh, PREPL inhibitor, Fh CTSL1 inh, HCV core dimer, PP5 inh, Efflux pump mplx, EBNA-1 inh
Results for O=S(=O)(CCSc1nc2ccccc2o1)Cc1ccccc1 → 2, -7, 2, 2, -2, -4, -0.9, 0.0, -4
Results for O=C(c1ccc(-c2nc3ccccc3s2)o1)N1CCN(c2ccccc2O)CC1 → 1, -10, 4, -4, 2, 20, 3.1, 0.0, -2
Results for NC(=O)c1c(NC(=O)CCCC(=O)O)sc2c1CCCCCC2 → -5, 17, -1, 20, 8, 8, -1.2, -0.3, -13
Results for O=C(Nc1ccc(F)cc1)NC1CCN(Cc2c(F)cccc2Cl)CC1 → -6, 5, 2, -4, -4, 1, -0.2, -0.1, -4

(list continues)
SMILES | TPT1 inhibitor | ZTA counter | PP1 inh | PREPL inhibitor | Fh CTSL1 inh | HCV core dimer | PP5 inh | Efflux pump mplx | EBNA-1 inh
Clc1nc(CN2CCOCC2)nc2sc3c(c12)CCC3 | 3 | 3 | -1 | 11 | 1 | 3 | -0.9 | 0.1 | 4
COc1ccc2cc3cc(C(=O)NCCN4CCN(c5ccccc5F)CC4)oc3nc2c1 | -3 | 1 | 0 | -23 | 6 | 8 | 3.3 | 0.1 | 6
CN(CCNC(=O)C1CC(=O)N(C2CCCC2)C1)Cc1ccccc1 (stereo not drawn) | -1 | -8 | 0 | 3 | -1 | 0 | 1.8 | 0.0 | 3
Cc1cccc(NC(=O)CSc2cn[nH]n2)c1 | 0 | -14 | 4 | 6 | 1 | -14 | -7.6 | 0.0 | -18
COC(=O)c1ccc(N(CC(=O)NCC2CCCO2)C(=O)CCC(=O)Nc2cc(C)on2)cc1 (stereo not drawn) | 0 | -6 | 3 | 5 | 3 | -15 | 1.5 | -0.2 | -9
COC(=O)Cc1c(O)ccn(CCc2ccc(S(N)(=O)=O)cc2)c1=O | 0 | -8 | -1 | 1 | -7 | -14 | 3.1 | 0.2 | 0

Compound activity as filed in PubChem BioAssay.

This is a subset, so the mix of outcomes need not match the whole.
